OXTR potentiate: potentiates the human oxytocin receptor response. activation, % at 3 µM. AID 2445. CHO-OTR cells, Fluo-8 calcium fluorescence, potentiator mode; 0% = oxytocin EC15, 100% = EC100. hit rate 0.061% among 320,000;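 active = activation above that plate's cutoff, the mean activation of tested compounds plus 3 SD, cut at about 6.6% in these data, passing the limit was not always enough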;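 note: 100% uses oxytocin at 75 nM as the full agonist control; some results filed as inactive read as strong as hits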
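assay system = CHO-OTR cells, human receptor | schedule = compound 6 min at room temperature before oxytocin, 100 s read | detection = Fluo-8 intracellular calcium fluorescence, ex 470-495, em 515-575 nm | evaluation = normalized max/min fluorescence ratio, % activation | control set = EC15 oxytocin alone as 0%, 75 nM oxytocin (EC100) as 100%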
CHO-K1 Ca antag: counter-screen for M1 antagonists: effect in parental CHO-K1 cells | AID 602250 | ATP-induced calcium, Fluo-8 fluorescence | inhibition, % at 3 µM | hit rate 0.6% among 360,000;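 active = inhibition above a per-plate cutoff, the plate's mean sample inhibition plus 3 SD, cut at about 24% in these data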;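 note: 0% = DMSO plus EC80 ATP and 100% = DMSO alone without ATP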
V1aR counter: activates human V1a receptor in oxytocin agonist counter-screen. P37288. CHO-V1R cells, Fluo-8 calcium fluorescence, agonist mode; 0% DMSO, 100% 3 nM vasopressin. activation, % at 3 µM. hit rate 0.25% among 320,000. AID 2797;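 active = activation above the mean activation of all tested compounds plus 3 SD, per screening run, cut at about 20% in these data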;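 note: signal is peak over basal fluorescence ratio across a 100 second FLIPR read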
TAAR1 ag: agonists of human TAAR1; AID 624467; hit rate 0.99% among 360,000; activation, % at 3 µM; Q96RJ0; CHO RD-HGA16 TAAR1, Fluo-8 calcium fluorescence; vehicle wells 0%, saturating PEA agonist 100%;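 active = activation above the mean activation of all test compounds in the run plus 3 SD, cut at about 38% in these data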
Target sequence (Q96RJ0 whole entry, looked up): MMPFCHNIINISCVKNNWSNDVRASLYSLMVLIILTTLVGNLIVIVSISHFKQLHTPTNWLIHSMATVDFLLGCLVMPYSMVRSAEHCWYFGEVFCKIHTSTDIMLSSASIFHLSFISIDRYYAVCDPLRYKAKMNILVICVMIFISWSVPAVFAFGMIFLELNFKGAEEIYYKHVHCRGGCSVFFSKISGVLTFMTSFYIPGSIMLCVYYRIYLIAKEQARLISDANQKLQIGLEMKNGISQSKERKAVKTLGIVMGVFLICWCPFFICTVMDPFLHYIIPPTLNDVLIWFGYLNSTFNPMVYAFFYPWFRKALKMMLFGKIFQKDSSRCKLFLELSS
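Test system: RD-HGA16 (CHO) cells co-expressing Gα16 and hTAAR1 | Doses: Single dose, 3 µM | Schedule: 17-24 h seeding, 75 min 37 °C dye, 30 min RT | Evaluation: % activation from peak over basal fluorescence ratio, DMSO-to-PEA scaled | Technique: Kinetic Fluo-8 calcium fluorescence | Benchmarks: Low control DMSO, high control PEA (EC100)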
M1 PAM parental: nonselective activator or artifact in parental CHO-K1 calcium assay; ATP EC20, Fluo-8 calcium fluorescence; 0% at ATP EC20, 100% at ATP max; hit rate 0.02% among 360,000; activation, % at 3 µM;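 active = activation above the run cutoff, the mean activation of all test compounds plus 3 SD, cut at about 40% in these data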;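 note: peak over basal fluorescence ratio in a 140 s read after ATP addition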
CHO parental Ca: counter-screen for OX1R antagonists: effect in parental CHO cells | parental CHO-K1, ATP-induced calcium, Fluo-8 fluorescence | inhibition, % at 5.6 µM | hit rate 0.63% among 330,000;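 active = inhibition above that plate's mean sample inhibition plus 3 SD, cut at about 26% in these data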;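 note: 0% = ATP-challenged DMSO wells and 100% = DMSO wells without ATP; some compounds past the cut are filed as inactive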
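material = parental CHO cells | also added = ATP as calcium-mobilizing challenge | dosing = single point at 5.6 µM | detection = intracellular calcium via Fluo-8 no-wash fluorescent dye | read-out = % inhibition | benchmarks = low control ATP plus DMSO, high control DMSO only | repeats = one well per compound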
M1 ag parental: nonselective activator or artifact in parental CHO-K1 cells; Fluo-8 calcium fluorescence; scaled to maximal ATP response, vehicle zero; activation, % at 3 µM; hit rate 0.48% among 360,000; AID 602248; in the data active = activation above about 15%;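 note: untransfected CHO-K1 host cells lacking M1 receptor as counterscreen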
CHRM1 agonist: human M1 muscarinic receptor agonism; AID 588814; CHO-K1 hM1, Fluo-8 calcium fluorescence, agonist mode; 0% DMSO, 100% acetylcholine EC100; activation, % at 3 µM; P11229; hit rate 0.33% among 360,000;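 active = activation above the run's mean compound activation plus 3 SD, cut at about 16% in these data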;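 note: peak over basal fluorescence ratio within a 140 s kinetic read after compound addition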
Target sequence (P11229 whole entry, looked up): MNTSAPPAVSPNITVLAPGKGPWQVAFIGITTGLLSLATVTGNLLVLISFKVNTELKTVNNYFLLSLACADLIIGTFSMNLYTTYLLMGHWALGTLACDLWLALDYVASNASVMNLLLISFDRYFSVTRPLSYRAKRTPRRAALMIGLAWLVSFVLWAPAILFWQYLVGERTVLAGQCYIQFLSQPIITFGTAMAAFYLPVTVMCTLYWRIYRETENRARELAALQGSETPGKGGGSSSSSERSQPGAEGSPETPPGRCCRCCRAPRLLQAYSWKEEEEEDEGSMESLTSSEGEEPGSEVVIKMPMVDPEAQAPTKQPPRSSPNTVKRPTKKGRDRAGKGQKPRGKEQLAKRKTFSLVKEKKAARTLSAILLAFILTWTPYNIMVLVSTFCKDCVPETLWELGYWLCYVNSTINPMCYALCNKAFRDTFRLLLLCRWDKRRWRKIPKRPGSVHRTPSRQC
TAAR1 antagonist: human TAAR1 antagonism; Q96RJ0; CHO RD-HGA16 TAAR1, Fluo-8 calcium fluorescence, antagonist; inhibition, % at 3 µM; hit rate 1.5% among 360,000; AID 624466;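 active = inhibition above a per-plate cutoff, the mean inhibition of test compounds on that plate plus 3 SD, cut at about 49% in these data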;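 note: 0% = DMSO plus EC80 beta-PEA response and 100% = DMSO alone without agonist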
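Assay system: CHO-derived RD-HGA16 cells stably expressing human TAAR1 plus Gα16. Timing: 140 s kinetic read after compound, 140 s after agonist. Technique: kinetic Fluo-8 calcium fluorescence measurement. Measure: % inhibition of agonist calcium response.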
Starred values were filed as active, the others as inactive; · = no result given.

Sequence of screens: OXTR potentiate, CHO-K1 Ca antag, V1aR counter, TAAR1 ag, M1 PAM parental, CHO parental Ca, M1 ag parental, CHRM1 agonist, TAAR1 antagonist
COc1ccc(C2CC(c3cccs3)=NN2C(=O)COC(=O)C2CCCCC2)cc1OC (configuration not stated)
  -19, -9, 1.5, 4, 3, -9, 1.3, -5, -23
O=C(NCCc1ccccn1)c1nc(Cn2cc(Br)cn2)no1
  -7, 1, 0.2, 4, 0, 7, -0.1, -1, -16
CC(C)N(C(=O)Cn1cnc2c(cnn2-c2ccccc2Cl)c1=O)C(C)C
  1, 1, 1.4, ·, -3, 1, 0.1, -5, ·
C=CCNC(=O)C12CCC(C)(C(=O)[C@H]1Br)C2(C)C (some centres not stated)
  -6, -4, 0.3, 1, 6, -8, 1.5, -1, 3
CC(Oc1ccc(F)cc1)C(=O)Nc1cccc(-c2nn[nH]n2)c1 (configuration not stated)
  -7, 7, 0.1, 0, -12, -2, 0.7, -3, -23
CCCN(CCC)C(=O)Cn1c2ccccc2c2nc(=O)cc(C)n21
  -4, -10, -1.4, 1, 26, -13, -0.1, -3, 2
COc1ccccc1NS(=O)(=O)c1ccc(C)c(C(=O)NCC2(N(C)C)CCCCC2)c1
  -6, -8, -0.2, 4, -13, -18, -0.8, -4, -5
CCOC(=O)N1CCN(C(=O)c2cccn3c(=O)c4cc(Cl)ccc4nc23)CC1
  -2, -15, -0.3, 2, -7, -15, -0.3, -4, -11
CS(=O)(=O)N1CCCC(C(=O)NCCCN2CCC(Cc3ccccc3)CC2)C1 (configuration not stated)
  -8, -6, -0.7, 3, 15, -2, 0.0, -9, -5
Brc1ccc2ncnc(NCc3ccco3)c2c1
  -22, -1, 9.9, 11, 18, 8, 12, 0, 7
CCCNC(=O)[C@H]1N2C(=O)c3c(ccc(OC)c3OC)C2SC1(C)C (some centres not stated)
  -1, 10, -0.2, 2, -1, -20, -0.5, -1, -21
O=C(c1ccco1)N1CCN(S(=O)(=O)c2ccc3c(c2)CCN3C(=O)C2CCC2)CC1
  -5, 18, 3.0, 6, -7, -11, -0.3, -6, -32
CCN(C(=O)CSc1nnc(Cc2ccccc2F)n1N)C1CCS(=O)(=O)C1 (configuration not stated)
  -4, -12, 1.4, 2, 9, -6, 0.2, -4, -9
C[C@@H](C(=O)NCCc1ccc(F)cc1)N1C(=O)N2CCc3c([nH]c4ccccc34)[C@@]2(C)C1=O
  -7, -4, 0.5, 3, 9, -27, -0.1, -2, 0
CC(=O)Oc1ccccc1C(=O)N(C1CCCCC1)C1CCCCC1
  0, -12, -0.5, 5, 11, -6, 1.3, -1, -3
Cc1ccc(C)c(C(=O)C(C)OC(=O)CN2C(=O)NC3(CC(C)CC(C)(C)C3)C2=O)c1 (configuration not stated)
  -10, -12, -0.2, -1, 0, -25, 1.1, -2, -24
CC(=O)N1c2ccc(S(=O)(=O)N3CCCC3)cc2CC1C(=O)NCc1cccc(F)c1 (configuration not stated)
  -6, -8, -0.1, 3, -2, -10, 2.2, -4, -6
Cc1ccc(-c2cc(-c3ccco3)c3c(N)c(C(=O)NN)oc3n2)cc1
  -3, 7, 0.1, 3, -24, 0, 1.5, -4, -4
CSC1=C(C#N)C(CC(C)C)C(C(C)=O)=C(C)N1 (configuration not stated)
  -11, -4, -0.5, -1, 11, -19, 0.6, -2, 8
Cn1c(-c2ccc([N+](=O)[O-])cc2)nc2ccccc21
  -1, 1, -1.4, -1, 9, -12, -0.8, -14, -8
CCN(CC)C(=O)C1CCCN(Cc2cccc(Oc3ccccc3)c2)C1 (configuration not stated)
  4, -12, 0.9, -1, 6, -12, 2.9, -5, 8
O=C(CSc1nnc(-c2ccc(O)cc2)o1)N1CCOCC1
  -16, -5, 9.2, 2, 16, 6, 1.2, -1, -1
COc1cc2c(cc1NC(=O)CN1CCN(S(=O)(=O)c3ccccc3F)CC1)oc1ccccc12
  -12, 7, 0.3, 5, -2, -10, 4.9, -3, 5
CC(NC(=O)CC1CCCCC1)c1ccccc1 (configuration not stated)
  5, -8, 0.9, 2, 10, -7, 0.1, -5, -13
CC(NC(=O)COc1ncnc2cc([N+](=O)[O-])ccc12)c1ccccc1 (configuration not stated)
  -6, 20, 1.4, 2, -12, -5, 0.7, -1, 11
CCc1nc(SCC(=O)NNC(=O)C(C)C)c2ccccc2n1
  2, 19, -0.1, 16, -7, -13, -0.3, -3, -3
Cc1ccc(CSc2nc3ccccc3c(=O)[nH]2)cc1
  -21, -17, -0.9, -2, 19, -16, 0.9, -7, -17
CCN1CCN(Cc2ccc(NC(=O)c3ccc(C)c(NC(=O)c4cc(-c5ccc(Br)cc5)n[nH]4)c3)cc2C(F)(F)F)CC1
  -11, 1, 1.3, 10, -3, -16, 0.2, -6, 28
C=C(C)C(=O)Nc1cccnc1Oc1ccc(F)cc1
  -1, -6, -0.6, -1, 13, -6, 0.0, -3, -13
N#Cc1sc2nc3c(c(-c4ccco4)c2c1N)CCCC3
  -6, -7, -1.1, 10, -3, -25, 0.1, -5, 13
CC(=O)Nc1ncc(Cc2ccc(Cl)cc2Cl)s1
  -4, -2, 0.0, 4, 9, 2, 0.4, -1, -5
COc1ccc(Nc2cnn(-c3nc4ccccc4s3)c(=O)c2Cl)cc1
  -6, -1, 0.7, -1, 12, -19, 0.4, -9, 5
Cc1ccc(-c2nc3ncccc3o2)cc1NC(=O)C(C)C
  3, 8, 0.3, 3, -13, -3, 0.9, -3, -13
CC1=C(C(=O)N2CCCC(N3CCN(c4cccc(Cl)c4)CC3)C2)OCCO1 (configuration not stated)
  8, -10, 0.7, 1, 15, -21, 1.6, -3, -17
Cc1cccc(N(CC(=O)Nc2ccccc2-c2ccccc2)S(=O)(=O)c2ccccc2)c1C
  -10, -3, 2.9, 3, 17, -22, 0.1, -4, 0
CC(C)n1c2ccccc2c2cc([N+](=O)[O-])ccc21
  -1, 12, -0.3, 6, 19, -14, 5.1, -6, -3
CCC1(CC)C(=O)C(C)(C)C(=O)OC1c1ccccn1 (configuration not stated)
  -7, -17, -0.3, 7, 16, -12, 0.6, -4, -5
CC(=O)Nc1ccc(NC(=O)CSCc2cnn(-c3ccccc3)c2-n2cccc2)cc1
  -2, 6, -0.9, 11, 2, 1, 2.2, -3, 19
CCOC(=O)c1cc(NC(=O)c2ccccc2)c(=O)n2c1oc1ccccc12
  -3, -10, -0.2, 4, 2, -28, -0.2, -3, 8
COc1ccc(OCCn2c(NC(=O)c3ccco3)nc3ccccc32)cc1
  -9, 2, -0.7, 3, 18, -17, 3.9, -2, 44
CCOc1ccccc1Nc1nc(N)nc(CSc2nncn2C)n1
  11*, -16, 0.6, 6, 20, -5, 0.8, -4, 3
CCOC(=O)[C@@H]1[C@H]2COc3ccc(Br)cc3[C@H]2N2C(=O)N(c3cccc(F)c3)C(=O)[C@]12C
  -6, -16, 0.2, 12, 12, -5, 0.5, -5, -28
CCOC(=O)C1CCCN(CCC(=O)Nc2ccc(Br)cc2)C1 (configuration not stated)
  -11, -3, -0.5, 4, 5, -3, 1.2, -3, -14
O=[N+]([O-])c1cccc(/C=C2\CCC(/C=N/Nc3ccc4ccccc4n3)=C2N2CCOCC2)c1
  -5, 15, -0.6, 5, -2, -18, -0.1, -5, -10
CCN(CC)S(=O)(=O)c1ccc(C)c(NC(=O)CNCc2ccccc2OC)c1
  1, 8, 1.9, 3, -28, -13, 0.8, -3, 10
CCOc1ccc(NC(=S)NC(=O)c2cccnc2)c([N+](=O)[O-])c1
  3, -1, -0.4, -2, 5, -8, 1.0, -4, -1
O=C1CSc2ccc(C(=O)Nc3cccc(S(=O)(=O)Nc4ccc(Br)cc4)c3)cc2N1
  -11, -10, 2.0, 5, 11, 34*, 0.4, -7, -1
CCC1=C/C(=C/c2sc3ccccc3[n+]2CC)CC(C)(C)C1
  -16, ·, -1.1, 3, ·, -24, ·, ·, -16
COCCN(CC(=O)NCc1ccccc1)C(=O)CCC(=O)Nc1nccs1
  1, -5, -0.4, -1, 3, 1, -0.1, -2, -6
COc1ccc(CC(=O)NCc2nnc(SCC(=O)Nc3nccs3)n2-c2ccccc2)cc1
  -3, -11, 0.0, 1, 18, -5, 0.1, -4, -27
OC(CCN1CCCCC1)c1ccc(-c2ccccc2)cc1 (configuration not stated)
  1, -18, 3.3, 7, 22, -19, 5.2, -9, -7
CCc1nc2c(OCC3CCCCC3)cccn2c1N(C)C(=O)c1ccccc1F
  ·, 0, ·, 8, 2, ·, 1.6, -8, -17

2 records drawn at random from those above:
Sequence of screens: OXTR potentiate, CHO-K1 Ca antag, V1aR counter, TAAR1 ag, M1 PAM parental, CHO parental Ca, M1 ag parental, CHRM1 agonist, TAAR1 antagonist
CCc1nc2c(OCC3CCCCC3)cccn2c1N(C)C(=O)c1ccccc1F
  ·, 0, ·, 8, 2, ·, 1.6, -8, -17
CCOC(=O)c1cc(NC(=O)c2ccccc2)c(=O)n2c1oc1ccccc12
  -3, -10, -0.2, 4, 2, -28, -0.2, -3, 8

A different layout for some results above.
Compound	OXTR potentiate	CHO-K1 Ca antag	V1aR counter	TAAR1 ag	M1 PAM parental	CHO parental Ca	M1 ag parental	CHRM1 agonist	TAAR1 antagonist
CCOC(=O)[C@@H]1[C@H]2COc3ccc(Br)cc3[C@H]2N2C(=O)N(c3cccc(F)c3)C(=O)[C@]12C	-6	-16	0.2	12	12	-5	0.5	-5	-28
CCOC(=O)C1CCCN(CCC(=O)Nc2ccc(Br)cc2)C1 (configuration not stated)	-11	-3	-0.5	4	5	-3	1.2	-3	-14
O=[N+]([O-])c1cccc(/C=C2\CCC(/C=N/Nc3ccc4ccccc4n3)=C2N2CCOCC2)c1	-5	15	-0.6	5	-2	-18	-0.1	-5	-10
